Screening results from PubChem.
UTI89 phage lysis: protection from phage-mediated lysis, alamar blue read-out – E. coli UTI89, K1F phage, bacterial capsule biogenesis inhibitors (AID 488966); E. coli UTI89 K1F phage lysis, alamar blue, 2 h; higher % means a stronger effect; inhibition, % at 100 µM, or IC50 in µM where a hit was titrated; actives 0.02% (n = 340,000);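 active = phage lysis inhibition, versus mean bacterial control, above a set limit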;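 note: capsule biogenesis inhibitors block K1F phage lysis so surviving cells raise fluorescence; higher fluorescence means more inhibition of phage lysis; actives were called in the ten point dose series up to 300 µM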
NTR1 ag: agonists of NTR1, primary screen, imaging, U2OS cells, beta-arrestin-GFP, high content (AID 493036); NTR1-U2OS beta-arrestin-GFP spot imaging, agonist mode; activation, % at 20 µM; actives 0.17% (n = 330,000);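 active = activation at or above 40% of the spot to cytoplasm intensity ratio, with at least 20 cells analyzed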;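 note: 0% = DMSO without peptide and 100% = 100 nM NTR1 peptide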
Target sequence (P30989 whole entry, looked up): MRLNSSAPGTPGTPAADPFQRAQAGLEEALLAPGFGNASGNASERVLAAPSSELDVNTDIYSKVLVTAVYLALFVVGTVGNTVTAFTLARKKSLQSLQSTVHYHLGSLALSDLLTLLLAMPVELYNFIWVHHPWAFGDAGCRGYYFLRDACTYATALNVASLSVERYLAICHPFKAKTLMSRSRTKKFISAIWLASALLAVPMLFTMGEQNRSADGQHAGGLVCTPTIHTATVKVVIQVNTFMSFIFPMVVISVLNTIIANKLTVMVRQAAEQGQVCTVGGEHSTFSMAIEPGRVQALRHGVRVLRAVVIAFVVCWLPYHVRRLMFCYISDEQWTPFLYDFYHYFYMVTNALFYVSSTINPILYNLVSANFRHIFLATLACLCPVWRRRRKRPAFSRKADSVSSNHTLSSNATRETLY
KOR beta-arrestin-1: kappa opioid receptor activators – cell-based, luminescence, uHTS, primary screen (AID 1777); KOR beta-arrestin recruitment, luminescence; higher % means a stronger effect; actives 0.02% (n = 280,000); activation, % at 10 µM; hits with a dose series show EC50 in µM; in the data active = activation above about 50%, passing the limit was not always enough; note: a part of the inactive calls stands beside numbers as strong as those of hits
MgcRacGAP inhibition: MgcRacGAP GTPase-activating activity inhibitors, confirmation, biochemical, ADP Hunter fluorescence; MgcRacGAP-stimulated Rac1 GTP hydrolysis, ADP Hunter fluorescence; higher % means a stronger effect; GST-tagged Rac1 F28L mutant substrate; inhibition, % at 30 µM, or IC50 in µM where a hit was titrated; actives 0.6% (n = 340,000); AID 624330;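 active = first-screen hits whose inhibition reached a set limit at any dose in the follow-up dose series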;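 note: fluorescence reports GDP produced by GAP-driven GTP hydrolysis; strong numbers were not always called active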
GPR55 activation: selective activators of receptor GPR55 – imaging, U2OS cells, beta-arrestin-GFP redistribution, primary screen (AID 1961); activation, % at 10 µM; hits with a dose series show EC50 in µM; actives 0.048% (n = 290,000); U2OS GPR55 beta-arrestin-GFP redistribution imaging; higher % means a stronger effect;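 active = activation above 40% with more than 50 cells counted in the well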;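 note: U2OS osteosarcoma cells stably expressing GPR55 and beta-arrestin-GFP; plate controls were DMSO negative control for no effect and LPI positive control for full effect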
NOD1 inhibition: inhibition of NOD1-driven NF-kB reporter – cell-based, luminescence, uHTS, primary screen (AID 1578); actives 1% (n = 290,000); NOD1-driven NF-kB luciferase reporter cells, luminescence; higher % means a stronger effect; inhibition, % at 4 µM; hits with a dose series show EC50 in µM; in the data active = inhibition mostly above about 36%, no sharp cut-off; inactive = mostly below about 34%;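 note: HEK-293T reporter cells stimulated with the NOD1 agonist gamma-tri-DAP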
GPR35 arrestin U2OS: inhibition of zaprinast-stimulated GPR35 beta-arrestin translocation – imaging, U2OS, beta-arrestin-GFP, zaprinast agonist, primary screen (AID 2058). U2OS GPR35 beta-arrestin-GFP translocation imaging, zaprinast antagonism; higher % means a stronger effect. one-dose inhibition, % at 10 µM; IC50 in µM for titrated hits. actives 0.052% (n = 290,000);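 active = inhibition of at least 50% with at least 30 cells and total cytoplasm GFP at most 10,000,000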
GPR55 antagonists: GPR55 antagonists blocking LPI-driven arrestin recruitment, primary screen, imaging, U2OS, beta-arrestin-GFP, LPI agonist (AID 2013) | U2OS GPR55 beta-arrestin-GFP translocation imaging, LPI antagonism; higher % means a stronger effect | inhibition, % at 10 µM, or IC50 in µM where a hit was titrated | actives 0.13% (n = 290,000);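 active = spots per cell inhibited over 60%, with over 100 cells counted and total cytoplasm intensity under 500,000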;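 note: U2OS cells stably carrying GPR55 and arrestin-GFP stimulated by 5 µM LPI near EC80; imaged beta-arrestin-GFP aggregate spots per cell after agonist stimulation; plate controls were LPI-stimulated DMSO wells for no effect and DMSO wells without LPI for full effect; some results filed as inactive read as strong as hits; confirmed hits need IC50 under 10 µM and bright autofluorescent wells are also inconclusive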
KOR beta-arrestin-2: kappa opioid receptor blockers – cell-based, luminescence, uHTS (AID 1778) | inhibition, % at 10 µM; hits with a dose series show IC50 in µM | KOR beta-arrestin recruitment, luminescence, antagonist mode; higher % means a stronger effect | actives 0.091% (n = 290,000); in the data active = inhibition above about 50%; note: strong numbers were not always called active
NTR1 ag cell count 20 µM: further read-out of NTR1 ag, marked with its call; cell count; measured here: cell count, cytotoxicity flag
Active calls of the source: *; . = no result given; [ ] = dose if it differs, or a comment.

mol,UTI89 phage lysis,NTR1 ag,NTR1 ag cell count 20 µM,KOR beta-arrestin-1,MgcRacGAP inhibition,GPR55 activation,NOD1 inhibition,GPR35 arrestin U2OS,GPR55 antagonists,KOR beta-arrestin-2
Cc1nc([N+](=O)[O-])c(C(=O)OCc2ccccc2C#N)n1C,0.0%,-0.9,66,-1.0%,3%,0.0%,-45%,11%,-2%,-24%
CCOc1ccc(NC(=O)Cn2sc3nc(C)cc(C)c3c2=O)cc1,-0.1%,9.8,46,6.9%,11%,-0.1%,-12%,-3%,18%,-80%
CC(C)c1ccc(/C=C/C(=O)Nc2ccc(CN3CCOCC3)cc2)cc1,.,23,47,0.7%,.,-0.1%,4%,18%,5%,8%
CCOC(=O)N1CCN(C(=O)CN(Cc2ccccc2)S(=O)(=O)c2ccc(OC)c(Cl)c2)CC1,-0.9%,1.4,52,4.2%,-1%,-0.1%,0%,-6%,8%,-30%
Cc1ccc(NC(=O)/C(=C/c2cccs2)NC(=O)c2ccco2)c(C)c1,1.2%[50 µM],-0.4,63,8.3%,2%,0.4%,31%,-20%,-6%,-16%
Cc1c(Cl)cccc1N1C(=O)c2ccccc2C1=O,-0.7%,-0.8,79,-2.6%,3%,-0.1%,-36%,-3%,2%,14%
Cc1cc2nc3n(c2cc1C)CCCN3,0.1%,-0.6,51,-0.5%,14%,-0.2%,-39%,17%,-2%,2%
CCn1c(COc2cccc3ccccc23)nnc1SCC(=O)OC1CCCCC1,-0.1%,9.6,44,.,2%,0.1%,27%,26%,1%,-32%
Nc1cccc2c1C(=O)N(C(=O)/C=C/c1ccc(F)cc1)C2=O,-0.1%,20,64,2.4%,16%,-0.4%,4%,6%,6%,4%
CCCCC(=O)Nc1ccccc1C#N,0.7%[50 µM],4.8,79,-0.5%,-11%,-0.2%,-20%,-9%,-6%,15%
C=CCn1c(C)cc(C2=NNC(=Nc3ccc(C)cc3)SC2)c1C,-1.0%,1.6,51,3.1%,-1%,0.5%,-67%,-1%,3%,-10%
CCC(CC)NC(=O)Cc1ccc(F)cc1,0.4%,0.9,64,0.2%,-3%,0.2%,24%,3%,11%,26%
O=C(c1cccs1)N1CCN(c2ccccc2)CC1,0.4%,0.3,53,-2.6%,0%,0.4%,-23%,-7%,6%,22%
O=C(NC12CC3CC(CC(C3)C1)C2)c1cccnc1Cl,0.0%,0.4,56,5.3%,-4%,-0.3%,-6%,21%,-9%,-6%[20 µM]
Cc1cc(C)c(C(=O)c2ccc(C(=O)NC(C)(C)C)cc2)c(C)c1,3.3%,1.8,54,-5.7%,8%,-0.1%,6%,4%,-11%,29%

mol,UTI89 phage lysis,NTR1 ag,NTR1 ag cell count 20 µM,KOR beta-arrestin-1,MgcRacGAP inhibition,GPR55 activation,NOD1 inhibition,GPR35 arrestin U2OS,GPR55 antagonists,KOR beta-arrestin-2
NS(=O)(=O)c1cccc(NC(=O)Cn2nc(C(=O)O)c3ccccc3c2=O)c1,0.1%,-1.2,61,-3.7%,2%,-0.1%,-29%,-2%,5%,12%
N=C1c2ccccc2CN1NC(=O)c1cccc(S(=O)(=O)N2CCCCC2)c1,1.8%,-0.7,84,5.1%,4%,0.1%,2%,1%,5%,-21%
Cc1c(C#N)c2ccccc2n1CC(=O)NC(C)c1ccccc1 (stereo not drawn),7.8%,0.4,52,-5.3%,5%,-0.2%,4%,6%,0%,8%
CCn1c(SCC(=O)Nc2nc(C)c(C)s2)nnc1-c1cccs1,3.2%,-1.8,86,2.7%,4%,0.3%,-25%,-7%,6%,6%
Nc1ccccc1C(=O)Nc1nccs1,-0.3%,0.4,76,1.0%,14%,0.0%,-17%,3%,4%,-33%[20 µM]
CN(C)c1ccc(C(=S)N2CCN(c3ccc([N+](=O)[O-])cc3)CC2)cc1,0.2%,1.0,48,.,18%,-0.1%,1%,24%,9%,.
CCC1=C2CC[C@H]3C(=O)N(c4ccccc4)C(=O)[C@H]3[C@H]2[C@@]2(C)C(=NCC3CC3)OC(=O)N2C1=O,1.1%,-2.5,84,5.7%,9%,-0.1%,0%,-16%,2%,7%
CC(C)(C)OC(=O)NCCc1n[nH]c(=S)o1,.,0.4,49,1.7%,.,0.0%,3%,5%,0%,-3%
CCCCOC(=O)c1ccc(NC(=O)C(=O)NCc2ccncc2)cc1,0.1%,1.6,79,11%,10%,0.5%,-31%,22%,16%,-15%
CCOC(=O)c1cccc(NC(=O)COc2ccc([N+](=O)[O-])cc2)c1,-0.8%,1.8,50,-1.7%,4%,0.9%,10%,1%,-11%,-9%
Cc1ccc(C(=O)OCC(=O)NCc2cccs2)c(C)c1,-2.4%,-1.8,89,1.4%,6%,-0.7%,-64%,12%,10%,-3%
COc1ccc2nc(C)[nH]c(=O)c2c1,0.2%,-0.6,55,-2.3%,9%,0.2%,-12%,10%,4%,-8%
O=C(Nc1ccc2c(c1)CN(Cc1ccc(CO)o1)CC2)c1ccc(C(F)(F)F)cc1,0.9%,1.2,56,-6.4%,8%,0.6%,-15%,-4%,-12%,-13%
CCN1CCN(c2nc3c(c(=O)[nH]c(=O)n3C)n2CCCSc2ncccn2)CC1,1.2%,-0.6,44,4.6%,10%,0.3%,2%,-6%,-11%,-42%
O=c1c2ccccc2sn1-c1ccc(S(=O)(=O)N2CCCC2)cc1,0.3%,2.7,42,-1.2%,21%,-0.1%,16%,16%,-5%,-17%

mol,UTI89 phage lysis,NTR1 ag,NTR1 ag cell count 20 µM,KOR beta-arrestin-1,MgcRacGAP inhibition,GPR55 activation,NOD1 inhibition,GPR35 arrestin U2OS,GPR55 antagonists,KOR beta-arrestin-2
CCOc1cccc2sc(=NC(=O)c3ccc(S(=O)(=O)N4CCOCC4)cc3)n(C)c12,4.8%,6.2,72,2.3%,12%,0.0%,-12%,-1%,17%,-40%
CSCC[C@H](NC(=O)[C@@H]1Cc2ccccc2CN1)C(=O)NC1CCCC1,3.3%,0.3,67,1.5%,9%,0.2%,-26%,-12%,-1%,-20%
COc1ccc(NC(C)=O)cc1NC(=O)CN1CCN(C(=O)c2ccco2)CC1,1.2%,-0.1,82,-3.7%,9%,0.3%,-5%,-15%,14%,-21%
CCCNC(=O)COc1nc2ccccc2nc1N1CCOCC1,0.1%,1.6,66,-3.3%,6%,0.4%,-23%,8%,4%,-15%
CCOC(=O)COc1ccc(/C=C2/SC(=Nc3ccccc3)N(Cc3cccnc3)C2=O)cc1OC,-0.3%,0.9,49,2.4%,2%,-0.1%,-39%,-10%,10%,-33%
O=C(COC(=O)c1ccccc1Nc1ccccc1)NCc1ccco1,3.0%,-0.3,59,2.3%,3%,-0.1%,4%,6%,11%,-37%
Cc1cc2oc(=O)cc(CN3CCN(S(=O)(=O)c4ccc5c(c4)OCCO5)CC3)c2cc1C,4.4%,2.9,90,.,4%,-0.2%,9%,0%,-1%,-4%
Cc1cccc2c1nc(-c1ccccc1)n1cnnc21,0.3%,4.4,86,-1.3%,7%,0.5%,-14%,6%,12%,-12%
Cc1ccc(Oc2ccc3c(c2)C(=O)N(c2ccc(S(=O)(=O)Nc4nccs4)cc2)C3=O)cc1,3.7%,3.5,84,5.6%,4%,0.0%,-2%,-20%,-5%,-48%
COc1cccc2cc(-c3csc(CCn4nc(C)cc4C)n3)c(=O)oc12,0.9%,4.4,60,1.1%,10%,-0.1%,-18%,-7%,-2%,3%
CCN(CC)S(=O)(=O)c1cccc(NC(=O)CN(C)C2CCCCC2)c1,-0.2%,0.7,73,-2.9%,0%,-0.1%,-24%,-9%,0%,-32%
CN(CC(=O)N1CCN(c2ccccn2)CC1)S(=O)(=O)c1ccc(Cl)cc1,-0.2%,0.1,70,8.4%,0%,0.4%,0%,-12%,-3%,-14%
Cc1ccc(C)c(C(C)NC(=O)c2ccncc2)c1 (stereo not drawn),0.6%,-0.2,73,-1.9%,11%,-0.2%,-9%,-15%,4%,5%
CC(C)(C)c1ccc(C(=O)N2CCC(C(=O)c3ccccc3)CC2)cc1,-0.1%,5.0,84,0.8%,8%,0.0%,-7%,3%,6%,-10%
CCC(C)NC(=O)CNC(=O)c1nn(-c2ccc(OC)c(Cl)c2)c(=O)c2ccccc12 (stereo not drawn),0.0%,-1.2,88,0.2%,5%,0.0%,-1%,-4%,6%,-1%

mol,UTI89 phage lysis,NTR1 ag,NTR1 ag cell count 20 µM,KOR beta-arrestin-1,MgcRacGAP inhibition,GPR55 activation,NOD1 inhibition,GPR35 arrestin U2OS,GPR55 antagonists,KOR beta-arrestin-2
Cc1ccc(N=c2c([N+](=O)[O-])nn(-c3ccc(Cl)cc3)n2O)cc1C,-0.1%,1.5,66,5.5%,11%,-0.3%,39%,-3%,-1%,-32%
COc1cccc(-c2noc(-c3cccs3)n2)c1,0.9%,2.5,88,-5.7%,1%,-0.1%,.,-2%,0%,25%
C=CCN(c1ccccc1)S(=O)(=O)c1ccc(Cl)c(C(=O)OCC(=O)NCCCN2CCCC2=O)c1,0.2%,1.2,58,-1.2%,-3%,0.5%,-27%,-5%,7%,22%
Cc1ccc(-n2nnnc2SCC(=O)N2Cc3ccccc3CC2C(=O)O)cc1 (stereo not drawn),2.1%[50 µM],0.2,73,4.8%,7%,-0.1%,0%,5%,-2%,22%
C/C(N)=C(/C#N)C(=O)CSc1nc2ccccc2c(=O)n1CCCO,2.9%,0.3,45,-3.7%,1%,-0.3%,-34%,-6%,-3%,24%
C=CCNc1nc(Nc2ccccc2F)nc(OCC)n1,0.4%,-0.5,30,-4.0%,3%,0.5%,-60%,-6%,6%,41%
COc1ccc(-n2c(SCC(=O)Nc3ccc(C)cc3)nc(O)c(Cc3ccccc3)c2=O)cc1,0.5%,-0.5,58,-3.5%,10%,0.3%,-18%,-5%,-4%,-6%
CCCN(CCC)S(=O)(=O)c1ccc(C(=O)N2CCC(=O)c3ccccc32)cc1,0.0%,1.7,47,-6.4%,4%,-0.2%,21%,7%,4%,-15%
CCOc1ccccc1N1CC(C(=O)Nc2c(C)n(C)n(-c3ccccc3)c2=O)CC1=O (stereo not drawn),-0.2%,-0.8,88,0.0%,10%,-0.3%,8%,7%,3%,24%
CCC(C(=O)Nc1c2c(nn1C(C)(C)C)CS(=O)(=O)C2)c1ccccc1 (stereo not drawn),-0.2%,-0.9,64,0.6%,5%,0.4%,-29%,-1%,6%,30%
COc1cc(-c2cc(C(=O)Nc3ccc(S(=O)(=O)NCc4ccco4)cc3)c3ccccc3n2)cc(OC)c1OC,0.3%,5.0,44,-1.3%,6%,-0.4%,69%,-2%,6%,-17%
Cc1ccc(N2C(=O)C3C(C2=O)N2CCCN2C3c2ccccc2)cc1C (stereo not drawn),0.5%,0.1,56,.,0%,0.5%,-19%,-10%,0%,-6%[20 µM]

This is a subset. The share of hits here may be higher or lower than overall.
